CHO-K1 Ca antag: nonselective inhibitor or artifact in parental CHO-K1 cells. ATP-induced calcium, Fluo-8 fluorescence. inhibition, % at 3 µM. 360,000 tested, 0.6% active. AID 602250;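 active means inhibition above a per-plate cutoff, the plate's mean sample inhibition plus 3 SD, cut at about 24% in these data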;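 further: 0% = DMSO plus EC80 ATP and 100% = DMSO alone without ATP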
M4 PAM: CHRM4 positive allosteric modulation | activation, % at 3 µM | 360,000 tested, 0.4% active | CHO-K1 hM4/Gqi5, Fluo-8 calcium fluorescence, ACh EC20; 0% = ACh EC20, 100% = maximal ACh | P08173 | AID 624126;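 active means activation above its plate's cutoff, the mean activation of sample wells plus 3 SD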; further: some results filed as inactive read as strong as hits
Target sequence (P08173 whole entry, looked up): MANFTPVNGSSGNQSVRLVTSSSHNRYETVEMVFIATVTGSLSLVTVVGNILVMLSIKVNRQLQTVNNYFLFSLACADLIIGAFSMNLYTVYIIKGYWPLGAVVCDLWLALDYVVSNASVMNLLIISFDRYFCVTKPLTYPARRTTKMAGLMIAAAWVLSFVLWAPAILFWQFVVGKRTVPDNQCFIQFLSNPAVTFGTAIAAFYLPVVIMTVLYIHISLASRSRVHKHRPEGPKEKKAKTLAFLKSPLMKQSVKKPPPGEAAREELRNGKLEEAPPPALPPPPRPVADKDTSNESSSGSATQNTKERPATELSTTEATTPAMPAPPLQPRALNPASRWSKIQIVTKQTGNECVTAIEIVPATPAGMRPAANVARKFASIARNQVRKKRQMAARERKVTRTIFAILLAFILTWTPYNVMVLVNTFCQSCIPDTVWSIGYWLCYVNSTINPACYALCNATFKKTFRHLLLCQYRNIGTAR
CHRM5 PAM: positive allosteric modulators of human muscarinic M5 receptor; P08912; CHO-K1 hM5, Fluo-8 calcium, ACh EC20 PAM; 0% = ACh EC20, 100% = ACh EC100; activation, % at 3 µM; 360,000 tested, 0.3% active;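 active means activation above the run cutoff, the mean activation of all test compounds plus 3 SD, cut at about 18% in these data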
Target sequence (P08912 whole entry, looked up): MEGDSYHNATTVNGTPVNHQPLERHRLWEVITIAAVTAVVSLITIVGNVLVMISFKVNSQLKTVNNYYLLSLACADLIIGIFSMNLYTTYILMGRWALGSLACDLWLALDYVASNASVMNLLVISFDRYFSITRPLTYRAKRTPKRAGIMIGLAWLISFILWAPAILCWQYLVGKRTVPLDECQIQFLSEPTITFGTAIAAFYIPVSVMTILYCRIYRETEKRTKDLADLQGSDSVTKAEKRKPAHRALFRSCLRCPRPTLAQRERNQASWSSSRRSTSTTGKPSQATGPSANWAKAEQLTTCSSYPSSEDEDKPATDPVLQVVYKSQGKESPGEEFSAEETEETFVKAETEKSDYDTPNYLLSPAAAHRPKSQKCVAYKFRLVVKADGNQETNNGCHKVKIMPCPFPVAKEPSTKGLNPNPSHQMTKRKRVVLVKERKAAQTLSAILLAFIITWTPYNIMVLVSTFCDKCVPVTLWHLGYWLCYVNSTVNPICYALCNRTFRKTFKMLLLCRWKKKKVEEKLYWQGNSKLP
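system = human M5 receptor in CHO-K1 cells | reagent = EC20 acetylcholine as agonist stimulus | compound dosing = single-point, 3 µM nominal | incubation = Fluo-8 loading 80 min at 37 °C plus 30 min room temperature | detection = Fluo-8 calcium dye fluorescence, kinetic read | benchmarks = low control EC20 acetylcholine (0%), high control EC100 acetylcholine (100%)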
M4 ag: agonists of human muscarinic M4 receptor (CHRM4); 360,000 tested, 0.14% active; activation, % at 3 µM; CHO-K1 hM4/Gqi5, Fluo-8 calcium fluorescence; vehicle 0%, full acetylcholine response 100%;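 active means activation above the run mean over all test wells plus 3 SD, cut at about 32% in these data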;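 further: peak over basal fluorescence ratio per well then scaled between controls; 0% = DMSO wells and 100% = acetylcholine at EC100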
M1 PAM parental: M1 PAM counterscreen hit in parental CHO-K1 cells; ATP EC20, Fluo-8 calcium fluorescence; 0% at ATP EC20, 100% at ATP max; activation, % at 3 µM; 360,000 tested, 0.02% active; AID 602247;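 active means activation above the run cutoff, the mean activation of all test compounds plus 3 SD, cut at about 40% in these data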;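 further: peak over basal fluorescence ratio in a 140 s read after ATP addition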
M1 ag parental: nonselective activator or artifact in parental CHO-K1 cells; Fluo-8 calcium fluorescence; scaled to maximal ATP response, vehicle zero; 360,000 tested, 0.48% active; activation, % at 3 µM; AID 602248; in the data active means activation above about 15%;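 further: untransfected CHO-K1 host cells lacking M1 receptor as counterscreen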
M4 antag: antagonists of human muscarinic M4 receptor (CHRM4) | P08173 | CHO-hM4 cells, ACh EC80, Fluo-8 calcium fluorescence | inhibition, % at 3 µM | 360,000 tested, 0.73% active | AID 624125;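 active means inhibition above its plate's cutoff, the mean inhibition of sample wells plus 3 SD, cut at about 27% in these data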;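 further: 0% = acetylcholine EC80 with DMSO and 100% = DMSO without agonist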
CHRM5 agonist: CHRM5 agonism in calcium assay | P08912 | CHO-K1 hM5 cells, Fluo-8 calcium fluorescence; 0% DMSO wells, 100% maximal acetylcholine response | activation, % at 3 µM | 360,000 tested, 0.19% active | AID 624037;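 active means activation above the run's mean over test compounds plus 3 SD, cut at about 23% in these data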;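 further: signal is peak over basal fluorescence ratio across the kinetic read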
CHRM5 antagonist: antagonists of human muscarinic M5 receptor (CHRM5); inhibition, % at 3 µM; CHO-hM5 cells, Fluo-8 calcium fluorescence, ACh EC80; 360,000 tested, 0.59% active; P08912; AID 624040;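 active means inhibition above a per-plate cutoff, the mean of that plate's test compounds plus 3 SD, cut at about 27% in these data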;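 further: 0% = acetylcholine EC80 with DMSO and 100% = DMSO without agonist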
* = called active by the depositor.

SMILES	CHO-K1 Ca antag	M4 PAM	CHRM5 PAM	M4 ag	M1 PAM parental	M1 ag parental	M4 antag	CHRM5 agonist	CHRM5 antagonist
CCc1nnc(NC(=O)CSc2nnc(-c3ccccc3O)n2-c2ccc(C)cc2C)s1	-18.0	-1.7	1.6	-1.6	7.7	-0.1	-14.7	-3.7	-5.6
O=C(O)c1cncc(C#CCC2CCCCC2)c1	0.2	5.8	7.4	1.0	5.5	0.5	-3.3	1.5	-0.9
Cc1csc(=O)n1CC(=O)Nc1ccc(Cl)cc1F	-8.2	10.5	-3.0	4.5	-1.6	0.5	-7.2	1.7	7.3
CCOc1ccc(C2CC(=O)NC3=C2C(=O)CCC3)cc1 (stereo unspecified)	6.6	3.2	2.0	1.1	-8.8	0.5	-0.7	-2.8	6.1
NC(=O)Nc1ccc(C(=O)OCC(=O)N2CCc3ccccc3C2)cc1	-5.6	1.4	-5.0	0.6	2.7	0.5	-0.3	-0.6	6.0
C=CCNC(=O)c1cc(C(=O)C(C)c2ncc(C(F)(F)F)cc2Cl)c[nH]1 (stereo unspecified)	0.7	-2.9	-18.9	5.8	3.8	4.7	-3.7	6.0	15.0
Cc1ccc(S(=O)(=O)N2C[C@H]3n4c(=O)ccc(=O)n4C[C@H](OC(=O)Nc4c(C)noc4C)[C@@]3(O)C2)cc1	-9.9	3.5	-0.2	0.2	17.1	0.4	-1.9	0.0	4.2
Cc1nc(N2CCOCC2)c2cc(-c3ccccc3)sc2n1	4.3	-3.8	-1.3	2.2	9.5	1.2	-0.8	-4.4	-0.6
COc1cc(C(=O)N/C(=C/c2ccc(F)cc2)C(=O)NC(C(=O)O)c2ccccc2)cc(OC)c1OC (stereo unspecified)	-6.3	3.3	-1.9	1.2	0.9	3.5	-6.1	-2.7	7.6
CCOc1ccc(C(=O)COC(=O)Cc2n[nH]c(=O)c3ccccc23)cc1	0.8	0.7	1.5	4.4	-20.4	2.2	-2.2	1.6	-3.7
Cc1nc2ccccc2c(=O)n1NC(=O)C1CCC(C(C)(C)C)CC1 (stereo unspecified)	-11.2	0.9	-1.5	0.7	12.6	0.6	13.6	-1.6	1.6
CSc1c(CC(=O)Nc2ccccc2)n(C)c2ccccc12	7.0	-3.5	-10.8	3.3	-19.8	0.0	-1.1	-11.0	-5.1

Quoted at random: 3 entries already listed, in no set order.
SMILES	CHO-K1 Ca antag	M4 PAM	CHRM5 PAM	M4 ag	M1 PAM parental	M1 ag parental	M4 antag	CHRM5 agonist	CHRM5 antagonist
COc1cc(C(=O)N/C(=C/c2ccc(F)cc2)C(=O)NC(C(=O)O)c2ccccc2)cc(OC)c1OC (stereo unspecified)	-6.3	3.3	-1.9	1.2	0.9	3.5	-6.1	-2.7	7.6
CCOc1ccc(C2CC(=O)NC3=C2C(=O)CCC3)cc1 (stereo unspecified)	6.6	3.2	2.0	1.1	-8.8	0.5	-0.7	-2.8	6.1
CCc1nnc(NC(=O)CSc2nnc(-c3ccccc3O)n2-c2ccc(C)cc2C)s1	-18.0	-1.7	1.6	-1.6	7.7	-0.1	-14.7	-3.7	-5.6

Other compounds.
SMILES	CHO-K1 Ca antag	M4 PAM	CHRM5 PAM	M4 ag	M1 PAM parental	M1 ag parental	M4 antag	CHRM5 agonist	CHRM5 antagonist
CC(C(=O)N1CCOCC1)N1C(=O)c2ccccc2C1=O (stereo unspecified)	5.3	1.5	2.6	0.5	3.7	-0.3	-6.6	-1.0	-5.8
CCN(CC)S(=O)(=O)c1ccc(OC)c(NC(=O)c2cc([N+](=O)[O-])ccc2Cl)c1	-8.4	-0.2	-3.5	0.6	7.1	0.1	3.2	-2.6	-4.6
CCOc1cc2[nH]c(=S)n(Cc3ccc(C)o3)c(=O)c2cc1OCC	-4.1	5.3	-4.2	-0.9	21.3	-0.2	6.5	-1.5	7.3
Cc1ccc(NC(=O)c2ccc(-n3cncn3)c([N+](=O)[O-])c2)cc1	-1.0	0.2	-3.6	4.9	15.8	2.4	0.8	0.6	3.9
CC(C)c1ccc(OCc2ccc(C(=O)N3CCCC3)o2)cc1	-4.0	-9.1	-3.7	5.3	-15.6	4.5	-5.8	0.9	4.3
CSc1ncccc1C(=O)OCC(=O)NC1CC1	2.4	5.4	4.5	0.1	-12.5	0.1	-9.2	2.4	5.8
CCc1ccc(OCC(=O)NC(=S)Nc2ccc(C)cc2C)c(Br)c1	3.8	5.4	3.3	1.4	8.8	-0.2	-15.3	-0.9	-0.1
COCCn1c(=O)[nH]c2cc(C(=O)N3CCN(Cc4ccc5c(c4)OCO5)CC3)ccc2c1=O	-7.4	-12.4	11.2	0.4	1.8	1.0	8.6	-4.0	3.0
O=C(NCc1ccccc1)C1CCC(CNS(=O)(=O)c2cccs2)CC1 (stereo unspecified)	4.9	-8.5	0.4	2.6	-20.4	1.1	-3.1	-2.0	12.0
CCOc1cc(C2NC(=O)NC(C)=C2C(=O)OCC2CCCCC2)ccc1O (stereo unspecified)	5.3	-3.3	-13.6	3.0	-11.7	0.1	-0.1	-4.8	28.9*
O=C(Nc1ccon1)c1sc2ccccc2c1Cl	-6.6	8.1	-1.6	0.0	-8.3	-0.5	-11.8	-3.8	-6.7
CCC(C)(C)NC(=O)C(c1ccc(OC)cc1)N(C(=O)CCC(=O)Nc1cc(C)on1)c1ccc2c(c1)OCO2 (stereo unspecified)	-19.1	-0.3	4.3	1.2	-11.2	-0.8	-14.2	-5.6	-11.1
CN(C(=O)c1cc([N+](=O)[O-])ccc1NCc1cccnc1)c1ccccc1	-7.3	-6.1	-5.5	0.4	14.2	0.5	20.3	-24.5	-11.4
O=S(=O)(Nc1ccc2c(c1)OCO2)c1cccc(Br)c1	-30.4	3.6	0.5	-0.2	16.5	0.5	-3.4	-9.4	0.5
CCOc1ccc(S(=O)(=O)Nc2cc(NS(=O)(=O)c3ccc(OCC)cc3)cc(C(=O)O)c2)cc1	-16.3	1.2	6.5	0.5	-1.1	0.0	22.7	-2.0	2.9
COc1cccc(/C=C2\SC(=S)N(CCC(=O)NCCc3ccc(O)cc3)C2=O)c1	-8.8	-15.9	-5.2	21.2	14.7	12.2	1.0	4.8	3.3
Cc1ccnc(NS(=O)(=O)c2ccc(NS(C)(=O)=O)cc2)n1	-12.5	10.2	16.6	1.2	17.2	0.7	11.5	1.4	-4.7
O=C(C1CCC(C(=O)N2CCc3ccccc32)CC1)N1CCc2ccccc21 (stereo unspecified)	-6.3	-2.3	-0.9	-0.2	16.6	0.0	-3.5	-4.3	-1.4
CCn1cc(C(=O)OCC(=O)Nc2ccc(S(=O)(=O)N3CCCC3)cc2)c(=O)c2ccc(C)nc21	2.0	-1.8	0.7	-0.6	7.2	-0.1	-7.5	-7.1	6.6
C=CCOc1ccc(/C=N/NC(=O)C(C)Sc2ccccn2)cc1OCC (stereo unspecified)	-4.1	-4.6	-2.4	1.3	12.7	0.7	-7.5	-2.9	3.8
O=C(c1ccccc1Cl)N1CCc2ccccc2C1	-14.7	5.4	-5.6	-0.4	4.8	-0.4	-0.5	-3.6	0.7
O=C(N/N=C/c1cccnc1)c1cccc(N2CCCC2=O)c1	-16.8	-1.4	-0.1	0.8	22.9	1.3	-15.3	-0.3	-0.9
CN(c1ccccc1)S(=O)(=O)c1cc(Cl)ccc1Cl	-7.1	2.5	-3.9	-0.8	19.4	0.2	-8.2	-6.9	-5.5
Cc1cc(C)c(CN2CCC(n3nccc3NC(=O)c3ccccc3Cl)CC2)cc1C	-6.0	-6.8	-8.6	10.8	20.0	5.7	-14.2	-3.8	9.2
CCc1ccccc1NC(=O)C1CCCN(S(=O)(=O)c2c(C)noc2C)C1 (stereo unspecified)	-9.7	1.5	9.8	0.7	-0.6	0.2	-5.2	-2.7	-16.4
O=C(/C=C/c1ccccc1)N/C(=C/c1ccccc1)C(=O)N1CCOCC1	2.2	5.3	-12.4	1.8	8.1	0.2	-7.5	-1.6	6.9
Cc1csc2nc(=O)c3ccccc3n12	-0.9	3.4	-3.9	-1.2	12.6	0.4	-2.8	-0.2	9.6
COc1cc(/C=C(\C#N)C(=O)Nc2ccccc2F)ccc1OCCN1CCOCC1	13.2	-3.8	-5.4	1.8	-22.8	0.2	6.2	-2.3	14.2
O=C(NCCc1cn2ccccc2n1)c1cc(COc2ccc3ncccc3c2)on1	32.9*	-27.7	-31.8	30.8	-11.0	19.4*	36.4*	6.4	33.0*
OC1(c2ccccc2Cl)NN=C2CCCCCN21 (stereo unspecified)	20.1	3.6	1.0	0.8	-8.7	-0.6	-1.1	-0.5	0.6
O=C(NC1CCS(=O)(=O)C1)c1cccc(S(=O)(=O)N2CCCCCC2)c1 (stereo unspecified)	-12.3	2.5	-0.1	0.7	-16.1	0.6	-8.1	-2.5	6.3
Cc1nn(C)c(C)c1NC(=O)c1ccccc1NC(=O)Nc1ccccc1	5.4	-4.8	1.4	4.9	-10.0	1.5	-6.7	1.7	-0.4
O=C(Cc1cccs1)N1CCN(C(=O)C2CCCO2)CC1 (stereo unspecified)	-10.4	-2.4	6.2	-0.1	17.7	0.9	4.8	2.8	-11.7
COc1ccc(N(C)S(=O)(=O)c2cccc(C(=O)NCC3CCCCC3)c2)cc1	-18.0	-5.0	-4.8	6.7	22.3	3.4	-7.1	-7.8	-1.5
CCOC(=O)CCc1c(C)nc2cc(-c3ccc(F)cc3)[nH]n2c1=O	-7.2	6.0	-1.5	0.5	11.0	-0.7	-5.8	-1.2	-3.6
O=C(c1ccccc1)c1cn[nH]c1-c1ccccc1O	0.1	4.0	-10.0	2.9	-4.5	1.2	6.1	-1.1	0.5
CCN(C(=O)CSc1ccc(S(=O)(=O)N2CCOCC2)cn1)c1ccccc1	-14.3	-4.6	-4.9	2.8	2.7	2.3	6.9	1.4	15.4
Cc1[nH]nc2c1C(c1cc(Br)cs1)C(C#N)=C(N)O2 (stereo unspecified)	-5.9	-1.1	-3.0	0.3	0.2	0.5	-8.6	-5.3	3.9
CCCCCc1c(-c2ccccc2F)ncn1CCc1ccccc1OC	-11.0	-7.0	-18.4	5.2	25.4	5.5	5.5	0.5	7.6
c1ccc(CCNc2ncnc3ccccc23)cc1	32.3*	-6.3	-15.6	13.5	-3.4	10.4	21.9	6.1	30.0*
CC(C)C(c1nnnn1Cc1ccccc1)N(Cc1ccco1)Cc1cccs1 (stereo unspecified)	-2.0	-8.2	-6.5	-1.4	10.1	0.5	21.7	-1.9	3.5
Cc1ccc(C(C(=O)NC2CCCC2)N(Cc2ccc3c(c2)OCO3)C(=O)c2snc(C(N)=O)c2N)cc1 (stereo unspecified)	3.5	-21.5	-18.5	3.8	-5.0	1.4	7.8	-14.8	10.9
Cc1ccc(C(C(=O)NCC2CCCO2)N(C(=O)c2snc(C(N)=O)c2N)c2ccc(C)c(C)c2)o1 (stereo unspecified)	-7.0	-7.2	0.6	4.1	3.7	1.7	9.4	1.1	8.9
O=C(OCCCCN1C(=O)c2ccccc2C1=O)c1ccc(S(=O)(=O)N2CCCC2)cc1	22.6	13.8	8.4	1.4	-7.3	-0.2	-10.3	0.6	-17.1
COC(=O)c1sc2ccccc2c1-n1cccc1C(=O)C(=O)Nc1ccc(F)cc1	-5.0	-3.1	0.6	1.0	9.3	0.0	-7.2	-3.1	4.8
COc1ccc(NC(=O)CCc2nc(-c3ccc(C)cc3)no2)c(OC)c1	-6.0	-2.7	-12.1	15.6	25.1	8.4	2.5	0.8	6.9
O=C(O)c1ccc(O)c(O)c1	-4.7	10.4	-1.1	2.3	18.5	0.1	-28.7	-2.0	-1.4
